Glioma ERSR ind – inducers of ER stress response in human glioma cells. U87-MG GRP78 promoter luciferase reporter, 16 h. Potency, µM, without a hit: at the top dose activation, actives largely listed as activators. 420,000 compounds, 0.02% hits; further: potency means the concentration at half of the fitted maximal effect; series mostly up to about 76 µM; % of control where 0% means no effect; nearly all actives have a fitted effect of over 35% in size
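Stably transfected U87-MG human glioma cells carrying a GRP78-based luminescent sensor were seeded at 1000 cells/well, pin-dosed with compounds and incubated 16 h. Luciferase reagent was then added, and end-point luminescence was read after 10 min at room temperature.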
RXFP1 ag – RXFP1 (human) receptor agonism; HEK293T-RXFP1 cAMP TR-FRET, 30 min; response scale: percent of porcine relaxin response, buffer zero; Potency, µM (highest dose often 57.5 µM), without a hit: top-dose activation, hits mostly activators; 370,000 compounds, 0.3% hits; AID 2676; further: potency means the concentration at half of the fitted maximal effect; on the % scale 0 is the no-effect control and ±100 the full control effect; nearly all actives have a fitted effect of over 60% in size; many of its hits are not listed in these tables
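Agonist response is measured as cAMP accumulation in an RXFP1-transfected HEK293T line under PDE4 inhibition. Values are scaled between buffer-only and 29 nM porcine relaxin, and EC50s come from standard Hill equation fits.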
LDHA inh – blocks human lactate dehydrogenase A; P00338; purified LDHA, NADH/diaphorase-resazurin fluorescence; hits give low values; activity change, % (values are at about 110 or 230 µM); 480,000 compounds, 0.15% hits; AID 1347041; in the data active means activity change below about -30%; inconclusive means mostly about -25% to -30%;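 further: plate controls were DMSO wells for no effect and wells without enzyme for full effect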
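Human LDH5 (2 nM) was incubated with 0.06 mM NADH and 0.2 mM pyruvate for 5 min at room temperature in Tris pH 7.4. Remaining NADH was coupled through diaphorase/resazurin, and resorufin fluorescence was read at 0 and 20 min.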
USP1-UAF1 inh – blocks the human USP1/UAF1 deubiquitinase complex; recombinant USP1/UAF1, Ub-Rhodamine cleavage fluorescence; AID 743255; 390,000 compounds, 0.23% hits; O94782; Potency, µM (series often up to 57.1 µM), for the others: at the top dose activity change, negative = inhibition, actives largely listed as inhibitors; further: potency means the concentration at half of the fitted maximal effect; on the % scale 0 is the no-effect control and ±100 the full control effect; nearly all actives have a fitted effect of over 60% in size; inactives centre near -12
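In this screen, compounds sit with the deubiquitinase complex (1nM) for 15 min at room temperature before Ub-Rho is added at 150nM final. Fluorescence rise is then followed for 6 reads every 60 seconds.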
Vif-A3F inh – Vif-A3F binding inhibition; HeLa A3F-eYFP + Vif (tagged APOBEC3F with the HIV-1 protein that degrades it), YFP fluorescence increase; 390,000 compounds, 0.2% hits; AID 602313; Potency, µM (series often up to 46.1 µM), for the others: top-dose activity, negative = active; further: potency means the concentration at half of the fitted maximal effect; % of control where 0% means no effect; nearly all actives have a fitted effect of over 65% in size
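HeLa cells stably expressing A3F-eYFP plus Vif, plated and incubated overnight at 37 deg C, then exposed to compounds overnight at 37 deg C. Blocked degradation read as raised yellow fluorescence (Ex 488/Em 500-530).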
PI4K2A block – PI4K2A (human) kinase inhibition; 420,000 compounds, 0.13% hits; activity change, negative = inhibition, % at 76.9 µM; Q9BTU6; purified PI4K2A, ADP-Glo luminescence, 1 h; hits give low values; in the data active means activity change below about -50%; inconclusive means mostly about -30% to -49%;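 further: -100% = wells without enzyme as full effect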
Target sequence (Q9BTU6 whole entry, looked up): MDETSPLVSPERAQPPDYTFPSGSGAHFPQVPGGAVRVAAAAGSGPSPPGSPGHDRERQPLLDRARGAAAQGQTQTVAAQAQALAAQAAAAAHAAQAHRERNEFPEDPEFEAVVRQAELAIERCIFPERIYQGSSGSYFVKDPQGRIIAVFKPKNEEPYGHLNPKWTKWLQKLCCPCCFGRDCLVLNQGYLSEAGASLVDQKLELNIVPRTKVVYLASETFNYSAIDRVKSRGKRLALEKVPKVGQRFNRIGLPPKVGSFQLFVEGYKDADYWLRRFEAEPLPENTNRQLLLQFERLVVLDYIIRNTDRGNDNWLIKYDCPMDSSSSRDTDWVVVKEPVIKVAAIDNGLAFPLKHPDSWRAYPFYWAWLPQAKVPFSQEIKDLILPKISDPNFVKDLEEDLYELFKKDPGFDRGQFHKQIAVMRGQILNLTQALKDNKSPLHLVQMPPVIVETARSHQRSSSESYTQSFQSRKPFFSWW
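PI4K2A activity was measured by ADP-Glo luminescence: enzyme (4 ug/mL stock) and phosphatidylinositol (1.2 mM stock) in Tris pH 7.5/MgCl2/EGTA/Triton X-100 buffer were reacted with ATP (300 microM stock) for one hour at ambient temperature.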
Vif-A3G inh – blocks the Vif interaction with human APOBEC3G; 410,000 compounds, 0.076% hits; Potency, µM (doses to about 46.1 µM), for inactives: at the top dose activity, negative = active, most hits filed as inhibitors; HeLa A3G-eYFP + Vif (tagged APOBEC3G with the HIV-1 protein that degrades it), YFP fluorescence, overnight; Q9HC16;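 further: potency means the concentration at half of the fitted maximal effect; on the % scale 0 is the no-effect control and ±100 the full control effect; nearly all actives have a fitted effect of over 60% in size; hits raise eYFP signal because A3G escapes Vif-driven loss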
Target sequence (Q9HC16 whole entry, looked up): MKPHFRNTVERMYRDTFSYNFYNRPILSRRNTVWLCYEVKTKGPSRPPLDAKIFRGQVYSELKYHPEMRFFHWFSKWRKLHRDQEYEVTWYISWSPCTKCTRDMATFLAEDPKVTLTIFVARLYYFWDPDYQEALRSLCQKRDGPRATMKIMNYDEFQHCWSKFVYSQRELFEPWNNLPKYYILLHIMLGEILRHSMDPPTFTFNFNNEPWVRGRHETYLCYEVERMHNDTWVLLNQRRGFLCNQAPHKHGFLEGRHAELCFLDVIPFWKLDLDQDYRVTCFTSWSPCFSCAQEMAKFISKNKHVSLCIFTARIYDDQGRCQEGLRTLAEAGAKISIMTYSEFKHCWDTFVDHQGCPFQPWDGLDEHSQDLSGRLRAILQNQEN
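HeLa cells stably expressing Vif and C-terminally eYFP-tagged A3G, seeded overnight at 37 deg C, then exposed to compound by pintool overnight at 37 deg C. Rise in yellow fluorescence (Ex 488/Em 500-530, Acumen) marks blocked Vif-driven A3G degradation.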
TrxR1 substrate – rat thioredoxin reductase 1 substrate activity; O89049; purified TrxR1 substrate turnover, NADPH consumption readout; AID 588456; 390,000 compounds, 0.01% hits; Potency, µM (series often up to 114 µM), without a hit: at the top dose activity change, negative = substrate turnover; further: potency means the concentration at half of the fitted maximal effect; on the % scale 0 is the no-effect control and ±100 the full control effect; nearly all actives have a fitted effect of over 50% in size
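Rat TrxR1, dispensed at 90 nM, was prereduced with 400 uM NADPH (final) for 5 min at ~22 deg C, then incubated with compound 15 min before 400 uM selenite. A first-read NADPH fluorescence drop versus no-compound background flagged substrates.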
IDH1 R132H inh – inhibitors of human mutant IDH1 R132H. IDH1-R132H enzyme, NADPH consumption, diaphorase/resazurin fluorescence. Potency, µM (series often up to 76.6 µM), inactives show top-dose activity change, negative = inhibition, most hits filed as inhibitors. 390,000 compounds, 0.093% hits; further: potency means the concentration at half of the fitted maximal effect; on the % scale 0 is the no-effect control and ±100 the full control effect; nearly all actives have a fitted effect of over 65% in size
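IDH1-R132H (0.5 ug/mL) preincubated 30 min with compound, then NADPH (0.016 mM) and alpha-KG (2 mM) added; 80 min at RT, pH 7.5. Remaining NADPH coupled via diaphorase/resazurin to fluorescence (540/590 nm); concentration-response curves normalized to no-enzyme control.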
Starred values were filed as active, the others as inactive; ? = inconclusive; / = not tested or not shown; & = joins results of further samples; [ ] = dose if it differs, or a comment. Unless noted, the call rests on the fitted dose curve; in most records, active means well fitted curve in the direction sought with a large enough effect; inconclusive means small, poorly fitted or top-dose-only effect, or another doubt; inactive means no such curve, though single readings can be large; an effect the other way counts as inactive or inconclusive. Only part of the results is shown; rates above refer to the full screens.

SMILES | Glioma ERSR ind | RXFP1 ag | LDHA inh | USP1-UAF1 inh | Vif-A3F inh | PI4K2A block | Vif-A3G inh | TrxR1 substrate | IDH1 R132H inh
CC(NS(C)(=O)=O)C(c1cccs1)N1CCN(Cc2ccccc2)CC1 (centres undefined) | -2% | 1.8% | -9 | -17% | 3% | -1 | -5% | 8%[57.1 µM] | -20%
CCC(C)c1ccc(C(C)NC(=S)NCc2ccc(F)cc2)cc1 (centres undefined) | -6% | 0.4% | -3 | -9% | -11% | 1 | 5% | -11% | -2%
CCc1cccc(NC(=O)COC(=O)c2cc(=O)c3ccccc3o2)c1 | 1% | 0.7% | -4 | -13% | -18% | 3 | 0% | -10% | 2%
CN(C)CCCNc1nc(N)c([N+](=O)[O-])c(NC2CCCCC2)n1 | -1% | 3.6% | -11 | 5% | -28% | 0 | 7% | -8% | -4%
CC1CCCCC1NC(=O)CSCC(=O)O (centres undefined) | -5% | -0.9% | -1 | -16% | 3% | -2 | 4% | 0% | 7%
Fc1ccc(NCc2n[nH]c(=S)n2Cc2ccccc2)cc1 | -5% | 0.9% | 1 | -8% | -29% | 8 | 0% | 8% | 2%
CCOC(=O)c1ccccc1NC(=O)CSc1nnc(COc2ccccc2)n1CC | -3% | 1.5% | 0 | -24% | -4% | 0 | 0% | -1% | 3%
Cc1ccc(Cl)cc1NC(=O)CC1NC2CCCCC2NC1=O (centres undefined) | 0% | 0.3% | 1 | -17% | -2% | -3 | 0% | 1% | 8%
Nc1nc(SCC(=O)c2ccc(Cl)cc2)c2ncn(C3OC(CO)C(O)C3O)c2n1 (centres undefined) | -5% | / | -1 | -16% | 0% | -3 | -2% | 10%[57.1 µM] | 2%
CN1CCCC(OC(=O)c2cc(Br)ccc2Cl)C1 (centres undefined) | -2% | -0.4% | -6 | -6% | -2% | -14 | 4% | -2% | -2%
Cc1nc2cc(NC(=O)C3(C)CCCN(C(C)C)C3)ccc2o1 (centres undefined) | -2% | / | 0 | / | / | -1 | -3% | / | /
CN1CCN(C(=O)CSc2ccc(C(F)(F)F)cc2[N+](=O)[O-])CC1 | -3% | 5.9% | -3 | -6% | 4% | 4 | -4% | -3% | 6%
O=C1CSC(=Nc2cccc(Cl)c2Cl)N1 | 2% | 0.7% | 1 | -19% | -1% | 2 | -2% | 3% | 23%
Nc1scc[n+]1Cc1cccc2cccnc12 | -4% | 0.0% | -3 | -21% | 2% | -6 | -1% | 6% | 8%
O=C(COC(=O)c1ccccc1Br)Nc1cccnc1Cl | -1% | / | -6 | 0% | -2% | 5 | 0% | -3% | -1%
c1ccc(CSc2ccc(-c3cccs3)nn2)cc1 | -1% | 4.7% | -3 | -17% | 4% | -2 | -3% | -8% | 5%
Cc1ccc(C)c(N2CCN(c3ccncc3N)CC2)c1 | -5% | 2.2% | 6 | -25% | 4% | -3 | 2% | -1%[57.1 µM] | 0%
COc1ccc(CCNC(=O)C2CC=CCC2C(=O)O)cc1 (centres undefined) | -5% | -4.6% | -3 | -15% | -4% | 0 | 2% | -12% | -10%
Cc1nn(CC(=O)c2ccc(Cl)s2)c(C)c1[N+](=O)[O-] | 1% | 1.5% | 3 | ? | ? | -2 | -10% | -5% | 7%
CCOc1ccc(Nc2ncnc3c2cnn3-c2ccc(F)cc2)cc1 | 0% | 2.4% | 5 | ? | 2% | 3 | -6% | 7%[57.1 µM] | 16%

Taken from above (6 entries):
SMILES | Glioma ERSR ind | RXFP1 ag | LDHA inh | USP1-UAF1 inh | Vif-A3F inh | PI4K2A block | Vif-A3G inh | TrxR1 substrate | IDH1 R132H inh
O=C(COC(=O)c1ccccc1Br)Nc1cccnc1Cl | -1% | / | -6 | 0% | -2% | 5 | 0% | -3% | -1%
c1ccc(CSc2ccc(-c3cccs3)nn2)cc1 | -1% | 4.7% | -3 | -17% | 4% | -2 | -3% | -8% | 5%
Cc1ccc(C)c(N2CCN(c3ccncc3N)CC2)c1 | -5% | 2.2% | 6 | -25% | 4% | -3 | 2% | -1%[57.1 µM] | 0%
COc1ccc(CCNC(=O)C2CC=CCC2C(=O)O)cc1 (centres undefined) | -5% | -4.6% | -3 | -15% | -4% | 0 | 2% | -12% | -10%
Cc1nn(CC(=O)c2ccc(Cl)s2)c(C)c1[N+](=O)[O-] | 1% | 1.5% | 3 | ? | ? | -2 | -10% | -5% | 7%
CCOc1ccc(Nc2ncnc3c2cnn3-c2ccc(F)cc2)cc1 | 0% | 2.4% | 5 | ? | 2% | 3 | -6% | 7%[57.1 µM] | 16%

New compounds follow:
SMILES | Glioma ERSR ind | RXFP1 ag | LDHA inh | USP1-UAF1 inh | Vif-A3F inh | PI4K2A block | Vif-A3G inh | TrxR1 substrate | IDH1 R132H inh
CS(=O)(=O)N1CCCCC1c1cc(C(=O)Nc2ccccc2Cl)no1 (centres undefined) | 3% | / | -8 | / | / | 2 | 3% | / | /
CCc1ccc(NC(=O)Cn2c(=O)c(-c3ccccc3NC(C)=O)nc3ccccc32)cc1 | -1% | -0.2% | -3 | ? | 4% | -4 | 3% | -3% | -14%
Cc1sc(NC(=O)c2ccco2)nc1-c1ccc2c(c1)CC(C)N2C(=O)C1CC1 (centres undefined) | -3% | 4.3% | -10 | -21% | -5% | 1 | -17% | 10% | 7%
O=S(=O)(c1ccc(Br)cc1)c1nnn2c1nc(NCc1cccs1)c1sccc12 | -1% | ? | -3 | -9% | 7% | 2 | 1% | 10% | -13%
CCOC(=O)C1(CC2CC2)CCN(C(=O)c2ocnc2C)CC1 | 3% | 0.2% | -5 | -13% | -5% | 2 | -2% | 1% | 16%
Cc1ccc(NC(=O)CCn2c(=S)oc3ccccc32)cc1 | 2% | 1.1% | 2 | -14% | -3% | -2 | 1% | 3% | 0%
O=C(Oc1cccnc1)c1ccc(Cl)c(Cl)c1 | 13% | 2.1% | 2 | -18% | / | 34 | -10% | -4% | 3%
Cc1noc(C)c1COc1ccccc1C(=O)NCCc1ccc(F)cc1 | -5% | / | -4 | -4% | -7% | 3 | -7% | -8%[57.1 µM] | 14%
O=C(COC(=O)c1ccccc1O)Nc1ccc(S(=O)(=O)N2CCCCC2)cc1 | 1% | 0.1% | -10 | -22% | -2% | 0 | -1% | 7%[57.1 µM] | 2%
C/C(=N\NC(=O)CNc1ccc(F)cc1)c1cc2ccccc2o1 | 7% | 0.9% | -4 | -4% | 6% | -4 | -2% | -5%[57.1 µM] | -2%
Cc1cc(C(=O)NNC(=O)c2ccc(Cl)cc2)c2ccccc2n1 | 2% | 1.0% | -5 | -9% | 6% | 1 | 1% | -6% | -12%
O=C(CCS(=O)(=O)c1cccc2nonc12)Nc1ccc(Br)cc1 | -2%&0% | 7.1%&1.2% | -6&-4 | -13%&-25% | -16%&1% | -1&0 | -5%&-5% | 9%&2%[57.1 µM] | 3%&0%
O=C(Nc1nnc(Cc2ccc(F)cc2)s1)Nc1ccccc1F | -2% | 3.8% | -12 | 2% | 1% | -1 | 0% | 3%[2.29 µM] | -1%
COc1ccc(CN2CCCCC2C)cc1C (centres undefined) | -4% | -0.4% | -4 | -22% | -6% | -11 | 2% | 5% | -6%
CCOC(=O)C1=C(CNC2CCCCC2)NC(=O)NC1c1cc(C)ccc1C (centres undefined) | -7% | 2.5% | -3 | -1% | -4% | 7 | 2% | 5%[57.1 µM] | 1%
Nc1nonc1OCCN1CCN(c2ccc([N+](=O)[O-])c3cccnc23)CC1 | -2% | 13% | 2 | -9% | ? | -5 | 4% | -9% | 16%
COc1ccccc1CNC(=O)[C@H](C)NC(=O)C1CCN(C(=O)[C@@H](N)CCSC)CC1 | -3% | -2.5% | 4 | -25% | 7% | -1 | 3% | 10% | 3%
COc1ccc(NC(=O)CNCc2cccs2)c(OC)c1 | 1% | / | -24 | -12% | 8% | 3 | 1% | / | 3%
Cc1ccc(CNC(=O)c2ccc(CS(=O)Cc3cccc(Cl)c3)o2)cc1 (centres undefined) | -4%&-2% | 1.1%&0.0% | -4&1 | -20%&22% | 2%&0% | 1&-4 | -7%&2% | -7%&0% | 8%&-9%
CCc1ccccc1NC(=O)N1CCCc2ccccc21 | -5% | -1.1% | -1 | -15% | 1% | -4 | -6% | 6% | 0%

Compound activity from PubChem.
